Screening results (PubChem)
V1R ag counter: agonists of human V1a receptor, primary screen, counter-screen for OXTR agonist project, fluorescence, CHO-V1R cells. Vasopressin V1a receptor (Homo sapiens), P37288. Fluo-8 calcium fluorescence, agonist mode; 0% DMSO, 100% 3 nM vasopressin. activation, % at 3 µM. hit rate 0.25% among 320,000. AID 2797, 2010;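 active = activation above the mean activation of all tested compounds plus 3 SD, per screening run, cut at about 20% in these data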;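 note: signal is peak over basal fluorescence ratio across a 100 second FLIPR read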
GPR7 antag: GPR7 receptor antagonists, primary screen, cell-based, fluorescence, single concentration. Neuropeptides B/W receptor type 1 (Homo sapiens), P48145. hit rate 1.1% among 290,000. GPR7-expressing cells, fluorescence antagonist assay. inhibition, % at 4.4 µM; in the data active = inhibition above about 16%, passing the limit was not always enough;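 note: cells stimulated with the agonist NPW; 0% = agonist with vehicle and 100% = vehicle without agonist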
Target sequence (P48145 whole entry, looked up): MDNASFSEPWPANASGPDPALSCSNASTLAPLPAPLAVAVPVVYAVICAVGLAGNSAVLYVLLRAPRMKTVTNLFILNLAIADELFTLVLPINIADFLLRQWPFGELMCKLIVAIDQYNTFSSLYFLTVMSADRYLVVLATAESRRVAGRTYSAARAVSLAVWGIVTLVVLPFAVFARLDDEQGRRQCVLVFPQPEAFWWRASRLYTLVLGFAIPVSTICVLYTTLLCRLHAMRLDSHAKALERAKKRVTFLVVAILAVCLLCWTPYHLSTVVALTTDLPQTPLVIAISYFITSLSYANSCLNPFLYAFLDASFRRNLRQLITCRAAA
MEKK2 mut-MEK5: MEK5 binding signal on mutant MEKK2 PB1, primary screen, biochemical, multiplex bead flow cytometry, Alexa488-MEK5; Alexa488-MEK5 binding to MEKK2 mutant; percent response, % at 10 µM; hit rate 0.35% among 290,000; in the data active = percent response above about 24%, passing the limit was not always enough; note: inactives centre near 1; some results filed as inactive read as strong as hits; reference of the scale not given here
GalR3 antag: GalR3 antagonists in HEK293 cells, primary screen, cell-based, fluorescence readout | inhibition, % at 3 µM | HEK293 GalR3-CNG cAMP membrane potential fluorescence; galR3 body fused to GalR1 C-terminus | hit rate 0.44% among 360,000;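 active = inhibition above the screen-wide average plus 3 SD, cut at about 13% in these data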;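 note: forskolin and galanin both at EC90 stimulate the cells; cAMP rise reported by CNG channel membrane potential dye signal; 0% = forskolin plus galanin with DMSO and 100% = forskolin alone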
Target sequence (O60755 1-299 limits assumed): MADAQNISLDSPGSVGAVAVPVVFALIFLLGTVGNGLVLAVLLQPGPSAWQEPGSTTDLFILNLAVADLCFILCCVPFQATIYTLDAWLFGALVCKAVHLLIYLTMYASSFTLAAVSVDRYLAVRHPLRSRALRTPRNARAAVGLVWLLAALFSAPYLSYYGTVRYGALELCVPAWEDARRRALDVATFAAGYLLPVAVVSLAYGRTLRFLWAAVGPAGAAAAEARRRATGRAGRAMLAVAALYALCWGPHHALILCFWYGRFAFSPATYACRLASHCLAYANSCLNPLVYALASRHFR
PfM18AAP inh: PfM18AAP inhibitors, malaria aminopeptidase, primary screen, biochemical, QFRET, recombinant enzyme; M18 aspartyl aminopeptidase (Plasmodium falciparum 3D7); H-Glu-NHMec fluorogenic cleavage; inhibition, % at 7.35 µM; hit rate 1.2% among 290,000;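 active = inhibition above the campaign mean inhibition over all tested compounds plus 3 SD, cut at about 28% in these data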;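 note: 0% = plate median of test compound wells and 100% = 2 mM ZnCl2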
NALP1 inh: NALP1 inflammasome inhibitors in reconstituted yeast, colorimetric, S. cerevisiae, triplicate retest. inhibition, % at 10 µM. AID 2071, 2009. S. cerevisiae NALP1/ASC/caspase-1 growth, X-gal OD620, 72 h. hit rate 0.61% among 280,000; in the data active = inhibition mostly above about 24%, no sharp cut-off; inactive = mostly below about 32%; note: some compounds called inactive have numbers as strong as hits
MEKK2wt PB1 HTS: modulators of MEK5 binding to wildtype MEKK2, primary screen, biochemical, multiplex bead flow cytometry, Alexa488-MEK5; binding response (% of control), % at 10 µM; Alexa488-MEK5 binding to MEKK2 WT; actives lie on both sides; hit rate 1.1% among 290,000; AID 1531, 2009; in the data active = binding response below about 67% or above about 130%
OXTR agonist: human OXTR agonists, primary screen, fluorescence, CHO-OTR cells, Fluo-8 calcium | AID 2435, 2010 | Oxytocin receptor (Homo sapiens), P30559 | hit rate 0.32% among 320,000 | activation, % at 3 µM | Fluo-8 calcium fluorescence; normalized: DMSO 0%, oxytocin 100%;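 active = activation above the mean of all tested compounds plus 3 SD, cutoff set per screening run, cut at about 20% in these data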;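 note: peak over basal fluorescence ratio from a 100 s FLIPR kinetic read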
Target sequence (P30559 whole entry, looked up): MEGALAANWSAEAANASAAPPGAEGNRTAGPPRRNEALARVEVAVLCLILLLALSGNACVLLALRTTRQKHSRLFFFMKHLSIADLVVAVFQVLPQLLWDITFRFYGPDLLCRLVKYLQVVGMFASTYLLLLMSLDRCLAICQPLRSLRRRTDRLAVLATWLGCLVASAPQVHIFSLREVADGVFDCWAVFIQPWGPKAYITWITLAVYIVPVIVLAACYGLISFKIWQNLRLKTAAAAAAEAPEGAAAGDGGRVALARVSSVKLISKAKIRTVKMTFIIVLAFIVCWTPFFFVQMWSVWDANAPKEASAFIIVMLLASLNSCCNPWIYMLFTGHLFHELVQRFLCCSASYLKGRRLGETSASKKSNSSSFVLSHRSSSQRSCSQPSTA
OXTR potentiate: human OXTR potentiators, primary screen, fluorescence, CHO-OTR cells, Fluo-8 calcium; Fluo-8 calcium fluorescence, potentiator mode; 0% = oxytocin EC15, 100% = EC100; activation, % at 3 µM; hit rate 0.061% among 320,000; AID 2445, 2010;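 active = activation above that plate's cutoff, the mean activation of tested compounds plus 3 SD, cut at about 6.6% in these data, passing the limit was not always enough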;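 note: 100% uses oxytocin at 75 nM as the full agonist control; some results filed as inactive read as strong as hits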
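Assay system: CHO-OTR cells, human receptor / Also added: oxytocin at about EC15, sub-maximal agonist stimulus / Dosing: single dose, 3.0 µM nominal final compound concentration / Incubation: 6 min pre-incubation, 100 s read / Technique: Fluo-8 calcium dye fluorescence / Read-out: % activation vs EC15 and EC100 oxytocin / Benchmarks: EC15 oxytocin low, 75 nM oxytocin high / Replicates: singlicate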
Active calls of the source: *; / = no result given. Compounds as they come, and some 4.1% of all compounds hit somewhere here.

molecule	MEKK2wt PB1 HTS	V1R ag counter	OXTR agonist	OXTR potentiate	NALP1 inh	GPR7 antag	PfM18AAP inh	MEKK2 mut-MEK5	GalR3 antag
COCc1cc(CN(C)C(=O)c2oc3c(F)cccc3c2C)[nH]n1	103	1.3	1.2	-2	-2	-3	-1	4	-6
Cc1ccccc1-c1n[nH]c(=S)n1/N=C/C=C/c1ccco1	88	-0.6	-2.3	-3	-1	-10	6	-19	-5
CCc1noc(C)c1C(=O)OCC(=O)Nc1ccc(F)cc1Cl	/	-0.1	-1.8	4	/	/	/	/	-3
CS(=O)(=O)N(CC(=O)NC1CCCCC1)c1cccc(F)c1	98	0.4	0.0	-7	-7	-8	1	-1	-3
CCOC(=O)c1sc(=N)n(-c2ccc(OC)cc2)c1C	/	-0.8	-3.1	-2	12	6	5	/	-6
CCCCC(=O)Nc1nc2c(OC)cc([N+](=O)[O-])cc2s1	100	-1.1	-1.0	-3	-1	-14	7	-2	-2
O=C(CCn1nc(-c2ccc(Cl)cc2)ccc1=O)NCc1cccnc1	93	-1.0	-1.2	5	0	1	-6	-5	-7
C/C(=C\c1cccc(Cl)c1Cl)C(=O)c1c(C)cc(C)[nH]c1=O	108	-0.7	-0.7	-1	13	-8	1	14	-9
Cc1ccccc1OCC1Cc2c(nc(N)c(C#N)c2N)O1 (configuration not stated)	99	-0.7	-1.5	-15	20	-6	-15	7	-3
Cc1ccc(NC(=O)CCn2c(=O)[nH]c3ccsc3c2=O)cc1	105	-0.8	-1.3	2	3	-1	8	-1	-5
CCCCCn1c(=O)[nH]c2cc(C(=O)NCCN3CCOCC3)ccc2c1=O	/	0.7	1.1	-3	/	-8	-5	/	-3
CCCCCc1c2c(cc(O)c1C(=O)O)OC(=O)c1cc(C(=O)CCCC)c(OC)cc1O2	/	1.0	0.9	-4	/	/	/	/	1
CCc1ccc(NC(=O)CN2CCc3ccccc3C2)cc1	97	0.1	-2.2	-8	15	-2	-1	-5	-5
Cc1cc(SCC(=O)Nc2cccc(S(N)(=O)=O)c2)c(C)cc1Br	99	1.2	2.1	-21	12	-14	-6	3	-4
Nc1ccc(C(=O)Nc2ccco2)cc1	95	1.6	0.8	-7	-5	-8	4	2	-5
COCCNC(=S)N1CCCN(c2nc3cc(C)ccc3cc2C#N)CC1	103	1.2	-0.2	-14	-18	7	4	13	-9
CN(C)c1ccc(/C=N/n2cnn(Cc3ccccc3Cl)c2=S)cc1	104	0.8	-0.8	-6	-7	-12	11	2	-4
CCOc1ncccc1C(=O)Nc1cccc(S(=O)(=O)N2CCOCC2)c1	/	0.3	-1.5	0	/	/	/	/	-1
Cc1c(C)c2ccc(OC(C)C(=O)NC3CC(C)(C)NC(C)(C)C3)cc2oc1=O (configuration not stated)	104	0.9	0.0	1	2	-3	6	2	1
O=C(NC1CCCC1)c1ccc(CS(=O)(=O)Cc2ccccc2F)o1	98	0.7	0.1	-9	15	-14	-10	1	4
CCn1cc(CNCc2ccc(OCC(O)CN(C)Cc3ccccc3)cc2)cn1 (configuration not stated)	115	1.8	3.9	-5	-1	-1	-4	-2	/
COc1cccc(C2C(C#N)=C(C)NC3=C2C(=O)CC(C)(C)C3)c1 (configuration not stated)	110	0.4	1.0	-10	6	-9	3	-1	5
Clc1ccc(Cc2ccc(SCc3ccccc3)nn2)c(Cl)c1	101	1.1	2.1	-3	12	-2	1	7	-5
COCCN(C(=O)CSc1nnc(-c2ccccc2F)o1)c1c(N)n(CC(C)C)c(=O)[nH]c1=O	/	0.3	-1.4	-4	/	/	/	/	-1
CC(C)COC(=O)N1CC(O)CC1C(=O)Nc1ccc2c(c1)OCO2 (configuration not stated)	/	1.4	0.6	-2	/	/	/	/	-4
C/C(CC(C)C)=N\Nc1ccc(S(N)(=O)=O)cc1[N+](=O)[O-]	99	0.6	-0.2	-5	-22	-11	6	1	-8
Cc1ccc2nc(N3C(=O)C(O)=C(C(=O)c4ccc(C)o4)C3c3ccco3)sc2c1 (configuration not stated)	/	0.5	-0.1	-8	/	/	/	/	-6
CCOc1cc(C(=O)NCC2CCCO2)cc(OCC)c1OCC (configuration not stated)	93	-0.5	-1.0	3	24	-5	8	-5	-6
CSc1nc(=O)n2cc(C)ccc2n1	105	-0.3	-1.1	-8	13	-4	-8	-2	2
COc1ccc(C(C)=O)cc1COC(=O)C(CO)NS(=O)(=O)c1ccc(Br)cc1 (configuration not stated)	104	1.4	0.6	-4	-1	-10	-16	0	7
CCOC(=O)c1ccc(NC(=O)CSc2n[nH]c(-c3ccncc3)n2)cc1	106	0.5	-1.0	-3	29	-11	13	3	3
CCCCN(CCCC)CCCNC(=O)c1ccc2nc(-c3ccccc3NC(C)=O)c(=O)[nH]c2c1	107	0.6	0.1	-14	6	-14	-2	3	-6
CCC(C)N(C(=O)CSc1ccc(NC(C)=O)cc1)C1CCS(=O)(=O)C1 (configuration not stated)	84	0.4	0.1	-3	6	5	6	-10	5
Cc1c(C(=O)N2CCN(C3CCS(=O)(=O)C3)CC2)oc2c(F)cccc12 (configuration not stated)	/	0.8	-0.3	-4	/	/	/	/	-3
O=C(O)c1ccc2c(c1)C(=O)N(C(Cc1ccccc1)C(=O)O)C2=O (configuration not stated)	/	0.5	0.1	-1	13	-11	-24	/	-3
Cc1ccc2c(c1)sc1nc(=O)n(-c3cccc(Cl)c3)c(=O)n12	97	1.1	0.2	1	-3	9	-13	-9	-4
Cn1c(=O)c2c(nc(CN3CCCCC3)n2Cc2c(F)cccc2Cl)n(C)c1=O	106	-0.1	-1.7	-4	0	-22	-4	12	/
CCOC(=O)c1c(C)c(C)n(Cc2cccc(OC)c2OC)c1C	87	-1.0	-1.8	-6	33	-16	-10	-4	-1
O=C(O)c1ccc(/C=C2/SC(=S)N(Cc3ccccc3)C2=O)cc1	95	/	/	/	0	5	-10	-6	-1
CCN(CC)CCCNc1oc(/C=C/c2ccccc2)nc1C#N	111	0.8	1.9	4	/	-4	-8	-2	-4
CCS(=O)(=O)N1CCN(C(=O)c2cccs2)CC1	113	-0.7	0.0	-10	0	1	-1	3	-3
CCOC(=O)CN(C(=O)CSc1nnc(C)n1-c1ccccc1)c1ccccc1	104	-0.2	-0.3	-7	35	-7	1	2	-2
Nc1nc(Cl)cc(N2CCCC2)n1	94	0.0	0.3	-4	11	-5	-8	-1	-2
O=C(C1CC1)N1CCc2cc(S(=O)(=O)N(CCO)Cc3ccccc3)ccc21	/	11	9.8	-22	-3	-14	3	/	3
COc1cccc(-c2cc(C(=O)NC3CC3)c3ccccc3n2)c1	101	1.9	-1.8	-7	20	-4	-5	2	-4
COc1cccc(CNC(=O)Cn2ccc3cc(S(=O)(=O)N4CCCC4)ccc32)c1OC	92	0.2	-0.2	-5	11	1	-2	-8	4
CC(C)(C)NC(=O)[C@@H]1CN(Cc2cccnc2)CCN1C[C@@H](O)C[C@@H](Cc1ccccc1)C(=O)N[C@H]1c2ccccc2C[C@H]1O	107	0.2	-1.4	1	/	/	/	0	-3
O=C(N1CCN(c2ccccn2)CC1)N1c2ccccc2Sc2ccccc21	/	-0.4	-0.5	-9	3	11	-4	/	4
CCOC(=O)C1C(=O)NC(N2CCN(Cc3ccccc3)CC2)=NC1c1ccco1 (configuration not stated)	103	0.2	-1.3	-4	-6	-10	-3	5	-5
Cc1cc(C)cc(NC(=O)CN2CCN(CCN=CC3=C(O)CC(C)(C)CC3=O)CC2)c1	96	7.6	0.0	-9	-3	-3	-1	3	-4

Remaining list, next part.
molecule	MEKK2wt PB1 HTS	V1R ag counter	OXTR agonist	OXTR potentiate	NALP1 inh	GPR7 antag	PfM18AAP inh	MEKK2 mut-MEK5	GalR3 antag
CCOCCCNC(=O)c1cc2c(=O)n(CC)c3ccccc3c2s1	103	1.9	-0.9	-13	19	-7	-4	3	-12
Cc1ccc(/C=N/NC(=O)C2CCN(Cc3ccc(F)cc3Cl)CC2)o1	100	0.0	0.7	-4	16	-12	-1	1	-3
COc1cccc(-c2nnc3sc(-c4ccccn4)nn23)c1	106	-0.1	-2.4	-4	-8	-12	8	9	-3
COc1cc(C2NC(=O)NC(C)=C2C(=O)OCc2ccc(C)cc2)cc(OC)c1OC (configuration not stated)	113	0.6	0.2	0	2	-9	3	15	-1
Cc1cc(C(=O)NC2CCCCC2)c(C)n1-c1ccc(F)cc1	104	2.4	-2.0	1	24	-4	8	4	3
CC12CCC(C(=O)Nc3ccc4c(c3)OCCO4)(OC1=O)C2(C)C (configuration not stated)	102	1.0	-0.1	-2	-1	-14	5	-3	-4
COc1cc(Cl)c(S(=O)(=O)NCCN2CCOCC2)cc1Cl	105	-0.2	0.1	2	12	-4	0	6	-8
O=C(CCN1C(=O)S/C(=C\c2ccccc2)C1=O)N1CCOCC1	118	8.0	7.8	-8	/	8	17	19	2
CCc1ccccc1N1C(=O)c2ccccc2S1(=O)=O	105	0.0	-2.9	-6	18	-6	-2	0	-6
COc1ccc(S(=O)(=O)N2CCCC2)cc1OC	105	0.1	0.1	-4	1	0	0	7	-3
CCOC(=O)c1cnc(-n2nc(C)cc2C)nc1Oc1ccc(C#N)cc1	82	0.0	-0.3	-7	/	-10	2	-20	-5
Cc1cccc(N2C(=O)C3CCCN3C2=S)c1C (configuration not stated)	/	1.3	2.1	4	/	/	/	/	-7
O=C1Nc2ccccc2C12Nc1ccccc1-c1nc3ccccc3n12 (configuration not stated)	99	2.5	4.4	-6	6	21*	15	4	-3
Cc1cc(C)nc(-n2ncc3c2CC(C)CC3=O)n1 (configuration not stated)	100	-1.0	0.2	-4	-9	-3	-3	-5	-3
COCCNC(=O)CCc1c(C)nc2nc(-c3cc(OC)cc(OC)c3)nn2c1C	99	-0.4	0.5	-4	5	-11	-10	-3	-1
C=CCNC(=O)CCCc1ccccc1	99	0.8	0.1	-1	-25	2	0	1	-5
Cc1ccc(OCCNc2cc(N3CCN(CCO)CC3)ccc2[N+](=O)[O-])cc1C	106	13	23*	-10	20	13	-5	-1	-2
CCOC(=O)C1=NOC(CNC(=O)c2ccccc2Cl)C1 (configuration not stated)	96	0.7	-0.6	-13	1	-8	-2	-4	-2
CCCc1cnc(N2CCN(C(=O)c3ccc(F)cc3)CC2)nc1	107	2.0	0.8	-18	13	8	-4	7	-10
CCn1nccc1C(=O)Nc1nccs1	105	-0.5	-0.4	-3	32	4	-6	0	-5
